Compound activity from PubChem.
Myeloid diff 2 = promotes myeloid progenitor differentiation | ER-HoxA9 myeloid progenitors, lysozyme-GFP differentiation, flow cytometry | calls only at 10 µM | AID 624256 | hit rate 1% among 360,000;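 active = normalized GFP-positive differentiation at or above the plate's own cutoff, the solvent-only control mean plus 3 SD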;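 also: cells exposed to compound for four days before flow analysis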
K1F lysis inhibition = protection from phage-mediated lysis, alamar blue read-out – E. coli UTI89, K1F phage, bacterial capsule biogenesis inhibitors (AID 488966) | E. coli UTI89 K1F phage lysis, alamar blue, 2 h; higher % means a stronger effect | one-dose inhibition, % at 100 µM; IC50 in µM for titrated hits | hit rate 0.02% among 340,000;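 active = phage lysis inhibition, versus mean bacterial control, above a set limit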;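 also: capsule biogenesis inhibitors block K1F phage lysis so surviving cells raise fluorescence; higher fluorescence means more inhibition of phage lysis; actives were called in the ten point dose series up to 300 µM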
Myeloid diff 2 GFP+ MAC1+ % = recorded beside Myeloid diff 2, whose call it bears; GFP+ MAC1+ double positive, %; measured here: differentiation confirmed by MAC1 staining
Active calls of the source: *; i = inactive; [ ] = remark or other dose. Not all compounds are listed (hit frequency here may not be typical).

SMILES	Myeloid diff 2	Myeloid diff 2 GFP+ MAC1+ %	K1F lysis inhibition
Cc1cc(NC(=O)c2ccccc2)no1	i	0.6	0.7%
CN(C(=O)COC(=O)c1cc2c(s1)CCCCC2)c1ccccc1	i	1.1	1.2%[50 µM]
O=C(CSc1nc2[nH]ncc2c(=O)[nH]1)Nc1ccccc1F	i	1.4	0.8%[50 µM]
CCN1C(=NCc2ccc(OC)cc2)N[C@@H](c2ccccc2)[C@H](C(=O)OC)[C@H]1C	i	2.3	0.7%
CCOc1ccc(NC(=O)/C(C#N)=C\c2ccc(N3CCCC3)c(C)c2)cc1	i	3.4	-2.0%
O=C(C=NNc1ccccc1)c1ccccc1	i	1.2	-2.5%
CN1CCN(C(=O)c2cccc(NS(=O)(=O)c3ccc(Br)cc3)c2)CC1	i	0.6	1.1%[50 µM]
Nc1nc(SCc2ccc(Cl)cc2Cl)c2ncn(C3OC(CO)C(O)C3O)c2n1 (stereo unspecified)	i	1.4	-2.9%
Cc1c(NS(=O)(=O)c2cccc(C(=O)NC(C)c3ccccc3)c2)c(=O)n(-c2ccccc2)n1C (stereo unspecified)	i	1.6	0.8%[50 µM]
CN(Cc1ccccc1)S(=O)(=O)c1ccc(Cl)c(C(=O)NCc2cccnc2)c1	i	0.6	0.5%[50 µM]
COCCn1cc(-c2csc(N)n2)c2ccccc21	i	0.4	0.2%
NS(=O)(=O)c1cccc(NC(=O)COC(=O)CCN2C(=O)c3ccccc3C2=O)c1	i	0.4	0.4%[50 µM]
N#C/C=C/N1CCN(C(=O)c2ccco2)CC1	i	0.2	0.4%[50 µM]
Nc1ncnc2c1ncn2C1O[C@H](CO)[C@@H](O)[C@@H]1O (stereo partly specified)	i	2.5	0.2%
Cc1ccc(S(=O)(=O)N2CCCCC2)cc1NC(=O)c1cccnc1	i	1.2	1.5%[50 µM]
CSc1ncccc1C(=O)N1CCN(S(=O)(=O)c2ccccc2)CC1	i	3.5	0.4%
CCOC(=O)C1=C(C)NC(C)=C(C(=O)OCC)C1C(=O)OCC(=O)NCc1ccccc1OC	i	1.3	2.6%
COc1ccc(N2C(=O)C3C4c5ccccc5C(C=Nc5ccc(C)cc5C)(c5ccccc54)C3C2=O)cc1 (stereo unspecified)	i	0.2	0.3%
COc1ccc(S(=O)(=O)N2CCOCC2)cc1C(=O)NCc1c(C)nn(Cc2ccccc2)c1C	i	1.4	0.0%[50 µM]
CC[C@]12c3[nH]c4ccc(Cl)cc4c3CCN1C(=O)[C@@H](CC(=O)NCCCOC)C[C@@H]2C(=O)N1CCN(C(=O)c2ccco2)CC1	i	0.6	0.7%
Cc1ccc(C)c(NC(=O)CN(C)C(=O)COc2ccc3ccccc3c2)c1	i	1.4	2.1%
CN(C(=O)c1cccc(S(=O)(=O)NCc2ccccc2)c1)C1CCCCC1	i	1.3	0.0%
CCOC(=O)CCc1cnccc1-c1cccc(OC)c1O	i	1.4	4.1%
COC(=O)c1ccccc1S(=O)(=O)N1CCC(C(=O)NCCC2=CCCCC2)CC1	i	1.0	0.0%[50 µM]
Cc1ccc(Cn2ccsc2=NC(=O)COC(=O)c2ccc(NC(=O)CC#N)cc2)cc1	i	1.1	0.5%[50 µM]
Cc1c(C)c(C)c(C(=O)c2ccc(NC(=O)c3ccccc3C(=O)O)cc2)c(C)c1C	i	0.5	0.2%
CCCC[C@@H]1CNCCN1CCc1cc(C(F)(F)F)cc(C(F)(F)F)c1	i	0.8	-11%
COC(=O)[C@]1(C)N[C@H](CN(C)C(=O)c2ccccc2)[C@@H]2C(=O)N(Cc3ccccc3)C(=O)[C@@H]21	i	1.4	0.4%
Cc1ccc2c(c1)C(c1ccc(F)cc1)N(C(=O)c1ccc(S(=O)(=O)N(C)C)cc1)CC(=O)N2 (stereo unspecified)	i	0.6	0.3%
O=C(Nc1cc(F)ccc1F)c1cccc(-n2cnnn2)c1	i	0.9	1.4%[50 µM]
O=C(COC(=O)c1cc(S(=O)(=O)N2CCOCC2)ccc1O)Nc1ccc2c(c1)OCO2	i	0.1	1.5%[50 µM]
Cc1ccc(C(=O)OCC(=O)Nc2ccc(C(N)=O)cc2)s1	i	1.3	0.7%[50 µM]
COC(=O)c1ccc(NC(=O)CN2CCN(CCO)CC2)cc1	i	0.6	0.1%
Cn1c(NCCN(CCO)CCCc2ccc([N+](=O)[O-])cc2)cc(=O)n(C)c1=O	i	1.3	4.6%
COc1cccc(SCc2noc(C(=O)NCCCN3CCOCC3)c2C(=O)NCCCN2CCOCC2)c1	i	0.6	2.5%
Cc1ccc(F)cc1NC(=O)COC(=O)c1ccc2ncsc2c1	i	0.8	0.5%[50 µM]
COc1ccc(OC)c(NC(=O)COC(=O)c2ccc(OC)c(S(=O)(=O)N3CCOCC3)c2)c1	i	0.5	0.4%[50 µM]
O=C1[C@H]2[C@@H](c3ccc(F)cc3)N3C(=O)N(c4cccc(Cl)c4)C(=O)[C@@]3(Cc3ccccc3)[C@H]2C(=O)N1C1CCCCC1	i	1.2	0.4%
COc1cc(C(=O)NCC(=O)NNC(=O)C2COc3ccccc3O2)cc(OC)c1OC (stereo unspecified)	i	2.1	0.2%[50 µM]
CS(=O)(=O)N(CC(=O)N1CCc2ccccc2C1)Cc1ccc(F)cc1	i	0.6	-1.0%

A draw from above in order of formula weight, smallest number first.
SMILES	Myeloid diff 2	Myeloid diff 2 GFP+ MAC1+ %	K1F lysis inhibition
Cc1ccc(C)c(NC(=O)CN(C)C(=O)COc2ccc3ccccc3c2)c1	i	1.4	2.1%
Cn1c(NCCN(CCO)CCCc2ccc([N+](=O)[O-])cc2)cc(=O)n(C)c1=O	i	1.3	4.6%
O=C1[C@H]2[C@@H](c3ccc(F)cc3)N3C(=O)N(c4cccc(Cl)c4)C(=O)[C@@]3(Cc3ccccc3)[C@H]2C(=O)N1C1CCCCC1	i	1.2	0.4%

Next part
SMILES	Myeloid diff 2	Myeloid diff 2 GFP+ MAC1+ %	K1F lysis inhibition
O=C(NCCCN1CCOCC1)C1CCN(S(=O)(=O)c2ccccc2)CC1	i	0.4	0.6%[50 µM]
NS(=O)(=O)c1cccc(NC(=O)COC(=O)CC2Sc3ccccc3NC2=O)c1 (stereo unspecified)	i	0.5	-0.8%
CC(NC(=O)COC(=O)CSc1ccc(F)cc1)c1ccc(F)cc1 (stereo unspecified)	i	0.7	0.4%[50 µM]
N#CCCCc1cc2ccccc2cn1	i	2.0	0.0%
COC(=O)[C@H](Cc1ccc(O)cc1)NC(=O)Cn1cnc2c(OCc3ccccc3)ncnc21	i	0.7	0.2%
O=C(CN1CCCc2ccccc21)Nc1cccc(S(=O)(=O)N2CCOCC2)c1	i	0.4	1.4%[50 µM]
O=C(NCCC1CCCCN1S(=O)(=O)c1ccc(F)cc1)C(=O)Nc1ccccc1 (stereo unspecified)	i	0.8	1.0%
CC(=O)C[C@H]1c2ccccc2S(=O)(=O)N1c1ccccc1	i	0.8	5.2%
NC(=O)NCCCC(=O)NCC(c1ccccc1Cl)c1c[nH]c2ccccc12 (stereo unspecified)	i	0.4	1.0%
CCS(=O)(=O)c1ccc(-c2cccc(NC(=O)c3ccco3)c2)nn1	i	1.1	1.8%[50 µM]
COc1ccc2sc(-c3ccc(SC)cc3)c(C#CCO)c2c1	i	1.5	1.4%
CCOC(=O)[C@@H]1[C@H]2COc3cc(OC)ccc3[C@H]2N2C(=O)N(c3cccc(C)c3)C(=O)[C@]12C	i	1.1	-3.9%
Cc1cc(C(=O)COC(=O)c2ccc(O)cc2O)c(C)n1-c1ccc(OC(F)F)cc1	i	0.7	1.1%[50 µM]
Cc1ccc(C(=O)NCC(=O)Nc2ccc3c(c2)OCCO3)cc1	i	1.0	2.1%[50 µM]
CN1CCN(S(=O)(=O)c2ccc(N(C)Cc3c(F)cccc3Cl)nc2)CC1	i	1.3	0.9%[50 µM]
CCOc1cc(C(=O)OCC(=O)Nc2ccc(F)cc2Cl)ccc1OCC(=O)N1CCOCC1	i	0.3	0.2%[50 µM]
Oc1ccccc1-c1nnco1	i	0.6	0.9%
COC(=O)[C@@]12CCCCN1[C@H](c1ccc(-c3cc(C(C)=O)cs3)c(OC)c1)[C@H]1C(=O)N(C)C(=O)[C@H]12	i	0.2	-0.6%
COc1cc(C#Cc2ccc3cc(CCO)oc(=O)c3c2)cc(OC)c1	i	1.7	-0.1%
O=C(Nc1ccc(Cl)c(S(=O)(=O)N2CCOCC2)c1)c1n[nH]c(=O)c2ccccc12	i	0.5	0.7%[50 µM]

Random excerpt: 4 entries already listed, in no set order.
SMILES	Myeloid diff 2	Myeloid diff 2 GFP+ MAC1+ %	K1F lysis inhibition
COC(=O)[C@@]12CCCCN1[C@H](c1ccc(-c3cc(C(C)=O)cs3)c(OC)c1)[C@H]1C(=O)N(C)C(=O)[C@H]12	i	0.2	-0.6%
Cc1ccc(C(=O)NCC(=O)Nc2ccc3c(c2)OCCO3)cc1	i	1.0	2.1%[50 µM]
O=C(Nc1ccc(Cl)c(S(=O)(=O)N2CCOCC2)c1)c1n[nH]c(=O)c2ccccc12	i	0.5	0.7%[50 µM]
CCS(=O)(=O)c1ccc(-c2cccc(NC(=O)c3ccco3)c2)nn1	i	1.1	1.8%[50 µM]

The results go on:
SMILES	Myeloid diff 2	Myeloid diff 2 GFP+ MAC1+ %	K1F lysis inhibition
C[C@@H](CN1CCC(Cc2ccccc2)CC1)[C@@H](O)c1ccc(O)cc1	i	1.0	4.0%
O=C(COC(=O)CCC1CCCC1)Nc1cccc(S(=O)(=O)N2CCOCC2)c1	i	1.3	0.0%[50 µM]
COc1ccc([C@H]2CC(=O)C=C(c3cc(C=O)ccc3OC)C2)cc1OC	i	0.9	0.1%
CN(Cc1ccccc1)C(=O)c1ccc(NC(=O)Cc2cccc(NC(=O)C3CCN(C(=O)C4CCCC4)CC3)c2)cc1	i	1.5	2.0%
CCOc1ccc(NC(=O)CN(C)C(=O)c2cc(C)oc2C)cc1OCC	i	0.5	1.2%[50 µM]
COC(=O)CC(NC(=S)NC(=O)c1ccccc1)c1ccc(Br)cc1 (stereo unspecified)	i	0.7	-0.3%
[N-]=[N+]=N[C@@H](CCN1CC[C@H](O)CCC1=O)c1ccccc1	i	1.2	-0.7%
CCOc1ccccc1CN1CCCC(C(=O)c2ccc(OC)c(OC)c2)C1 (stereo unspecified)	i	0.4	1.2%
COC(=O)[C@@]12CCCCN1[C@H](c1ccc(-c3cccc(Cl)c3)cc1)[C@@H]1C(=O)N(C)C(=O)[C@@H]12	i	1.9	0.4%
COc1ccccc1N1Cc2ccc(OC)c(OC)c2C1=O	i	0.4	-0.1%
COC(=O)c1ccc2[nH]ccc2c1	i	1.3	-1.3%
CCOC(=O)[C@H]1[C@H]2COc3ccc(Cl)cc3[C@@H]2N2C(=O)[C@H](C)NC(=O)[C@@]12C	i	0.3	0.1%
O=S(=O)(c1ccc(Cl)nc1)N1CCCC1	i	1.1	0.7%[50 µM]
Cc1ccc(O)c(C(=O)C=Cc2ccccc2)c1	i	1.0	0.4%
O=C(Cc1ccc(S(=O)(=O)N2CCOCC2)s1)Nc1cc(Cl)ccc1Cl	i	0.2	-0.2%
COc1ccccc1C(=O)Nc1ccc(OCC(=O)N2CC(C)CC(C)C2)cc1 (stereo unspecified)	i	0.6	0.0%[50 µM]
CC(=O)C[C@@H](O)CC(=O)[C@H]1OC(=O)[C@@H](C)C/C=C\Cc2ccccc21	i	0.8	0.0%
Cc1ccc(C(=O)NCC(=O)OC2CCCCC2=O)cc1C (stereo unspecified)	i	1.2	-3.1%
Cc1cccc(NC(=O)CNC(=O)Cn2ncc(Cl)c(Cl)c2=O)c1C	i	0.5	0.3%
O=c1[nH]cnc(O)c1Nc1cccc(Cl)c1	i	0.6	3.7%
CCC(CO)Oc1cc(NCc2ccc(C(C)(C)C)cc2)c2ncn(C(C)C)c2c1 (stereo unspecified)	i	0.7	1.9%
O=C(CCNS(=O)(=O)c1ccccc1C(F)(F)F)N1CCCCCCC1	i	0.9	0.6%[50 µM]
Cc1ccc2c(c1)C(=O)C(=O)N2c1ccc(C(F)(F)F)cc1	i	0.9	0.2%
CC[C@]12c3[nH]c4cc(-c5ccco5)ccc4c3CCN1C(=O)[C@@H](CC(=O)NC/C=C(\C)CCC=C(C)C)C[C@@H]2C(=O)N1CCN(C(=O)C2CC2)CC1	i	1.1	0.0%
CCCCCCCCNc1ncnc2[nH]ncc12	i	1.1	-1.2%
COc1cc(/C=C2\SC(=O)N(CC(=O)Nc3cccc(C)c3)C2=O)ccc1OC(C)C(=O)O (stereo unspecified)	i	0.6	-1.9%
O=C(C1CC(=O)N(c2ccc3c(c2)OCCO3)C1)N1CCN(S(=O)(=O)c2ccccc2F)CC1 (stereo unspecified)	i	1.1	0.9%[50 µM]
COc1ccc(-c2cc(C(F)(F)F)nc(SCCC(=O)N3CCN(C)CC3)n2)cc1	i	0.2	0.4%
C=CC[C@@H](Cc1ccc(F)cc1)C(=O)OC[C@H]1CCCN1C(=O)[C@H](CC=C)CC(=O)N(CCO)Cc1ccccc1	i	2.6	-0.4%
CCC1CCc2sc(C(=O)OCC(=O)N(CCOC)c3c(N)n(Cc4ccccc4)c(=O)[nH]c3=O)cc2C1 (stereo unspecified)	i	0.5	0.5%[50 µM]
CN(CC(=O)Nc1ccc(Cl)c(C(F)(F)F)c1)C(=O)c1cnccn1	i	0.7	1.9%[50 µM]
C[C@H]1COC(=O)[C@@H](Cc2ccc(F)cc2)CC/C=C/C[C@@H](CC(=O)N(CCO)Cc2ccccc2)C(=O)N1	i	2.2	0.4%

Single records, as listed above:
CCCCCCCCNc1ncnc2[nH]ncc12 as listed: Myeloid diff 2: i; Myeloid diff 2 GFP+ MAC1+ %: 1.1; K1F lysis inhibition: -1.2%
O=C(C1CC(=O)N(c2ccc3c(c2)OCCO3)C1)N1CCN(S(=O)(=O)c2ccccc2F)CC1 (stereo unspecified) as listed: Myeloid diff 2: i; Myeloid diff 2 GFP+ MAC1+ %: 1.1; K1F lysis inhibition: 0.9%[50 µM]
